Screens deposited in PubChem BioAssay by several laboratories.
KKLEB cytotox – CF airway cell cytotoxicity counter-screen; KKLEB CF airway cells viability, ATPlite luminescence, overnight; stronger effect = lower value; cells stimulated with P. aeruginosa culture filtrate; activity change (cytotoxicity), % at 5 µM; actives 0.36% (n = 360,000); AID 602141;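 active = corrected activity change at or below -50% at 5 µM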
LRH-1 inv ag – inverse agonists of human LRH-1 (NR5A2); O00482; HEK293T StAR-luciferase reporter, LRH-1 transfected, 24 h; inhibition, % at 3.6 µM; actives 0.13% (n = 360,000);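 active = inhibition above the mean inhibition of all tested compounds plus 3 SD, cut at about 73% in these data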;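 also: 0% = DMSO wells and 100% = reporter-only cells lacking LRH-1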
Target sequence (O00482 whole entry, looked up): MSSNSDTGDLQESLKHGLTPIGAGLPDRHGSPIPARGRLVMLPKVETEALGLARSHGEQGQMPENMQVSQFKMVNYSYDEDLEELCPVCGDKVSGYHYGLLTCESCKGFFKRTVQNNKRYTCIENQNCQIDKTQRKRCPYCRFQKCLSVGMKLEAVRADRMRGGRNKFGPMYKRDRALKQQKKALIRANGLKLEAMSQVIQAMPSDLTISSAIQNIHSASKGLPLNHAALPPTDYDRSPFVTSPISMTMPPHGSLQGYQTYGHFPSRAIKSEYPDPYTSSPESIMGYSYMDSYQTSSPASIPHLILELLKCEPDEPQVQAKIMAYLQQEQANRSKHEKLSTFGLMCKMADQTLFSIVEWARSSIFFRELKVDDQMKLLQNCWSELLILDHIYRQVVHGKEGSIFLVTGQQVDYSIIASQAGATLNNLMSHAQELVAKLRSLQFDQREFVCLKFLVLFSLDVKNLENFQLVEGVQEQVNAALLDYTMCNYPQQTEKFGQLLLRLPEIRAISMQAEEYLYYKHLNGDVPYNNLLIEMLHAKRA
CF NFkB inh – cystic fibrosis NF-kB activation inhibition; KKLEB NF-kB-GFP reporter, PAF-induced, GFP fluorescence overnight; inhibition, % at 5 µM; actives 0.86% (n = 360,000); AID 588850;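 active = at least 50% inhibition at 5 µM, scaled per plate between neutral and stimulator controls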;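 also: PAF is a Pseudomonas aeruginosa culture filtrate used as stimulus; plate controls were PAF-stimulated DMSO wells for no effect and unstimulated DMSO wells for full effect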
LMP1 NFkB inh – inhibitors of Epstein-Barr LMP1-induced NF-kappaB reporter. LMP1-induced NF-kappaB luciferase reporter cells, luminescence. inhibition, % at 12.5 µM. actives 0.69% (n = 350,000); in the data active = inhibition above about 41%;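 also: 0% = neutral control wells and 100% = reference inhibitor control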
NR2F2 inh – blocks human COUP-TFII nuclear receptor. inhibition, % at 8.6 µM. HEK293T NGFI-A luciferase reporter, luminescence. P24468. actives 0.7% (n = 370,000);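 active = inhibition above a per-plate cutoff, mean inhibition of test wells between control levels plus 3 SD, cut at about 38% in these data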;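 also: cells cotransfected with COUP-TFII expression vector driving the NGFI-A reporter; 0% = median of COUP-TF2 test wells and 100% = reporter-only cells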
Target sequence (P24468 whole entry, looked up): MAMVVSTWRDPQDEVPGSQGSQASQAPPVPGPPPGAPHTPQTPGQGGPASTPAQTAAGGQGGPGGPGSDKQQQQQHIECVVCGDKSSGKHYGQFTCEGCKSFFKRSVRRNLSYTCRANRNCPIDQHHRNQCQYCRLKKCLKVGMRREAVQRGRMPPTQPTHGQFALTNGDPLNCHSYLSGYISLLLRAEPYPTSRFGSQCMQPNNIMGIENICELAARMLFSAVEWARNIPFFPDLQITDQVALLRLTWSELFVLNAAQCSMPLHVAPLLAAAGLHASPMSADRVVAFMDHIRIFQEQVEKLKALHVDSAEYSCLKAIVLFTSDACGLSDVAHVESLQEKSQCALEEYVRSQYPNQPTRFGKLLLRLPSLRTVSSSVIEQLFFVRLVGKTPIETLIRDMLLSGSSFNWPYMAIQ
SRC1 inh – inhibitors of human steroid receptor coactivator 1 (SRC1). Q15788. HEK293 GAL4-SRC1 luciferase reporter, luminescence. inhibition, % at 3.6 µM. actives 0.12% (n = 360,000). AID 588354;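 active = inhibition above the campaign mean plus 3 SD, with each screening campaign given its own cutoff, cut at about 60% in these data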;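 also: 0% = DMSO treated cells and 100% = gossypol at 36 µM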
NCOA3 inh – inhibitors of human steroid receptor coactivator 3 (SRC3); inhibition, % at 3.6 µM; HEK293 GAL4-SRC3 luciferase reporter, luminescence; actives 0.17% (n = 360,000); AID 588352;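 active = inhibition above a per-campaign cutoff, the mean of all compounds plus 3 SD, cut at about 60% in these data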;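 also: 0% = DMSO-treated cells and 100% = gossypol-treated cells at 36 µM; higher means less SRC3-driven luciferase light from the GAL4 reporter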
TWEAK-Fn14 inh – TWEAK-Fn14 signaling inhibition; TWEAK-stimulated Fn14 reporter cells, luciferase luminescence, 8 h; inhibition, % at 10 µM; actives 2% (n = 360,000); AID 1159606; in the data active = inhibition above about 50%
NCOA2 inhibitor – human SRC2 (NCOA2) inhibition. Q15596. HEK293 GAL4-SRC2 luciferase reporter, luminescence. inhibition, % at 9 µM. actives 0.17% (n = 370,000);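 active = inhibition above the mean inhibition of all tested compounds plus 3 SD, set per campaign, cut at about 52% in these data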;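 also: 0% = DMSO treated cells and 100% = cells given Gossypol at 36 µM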
TROY signal inh – blocks TROY-dependent signaling in reporter cells; Q293 LMP1-TROYcd NF-kB luciferase reporter, 4 h; actives 0.98% (n = 360,000); inhibition, % at 10 µM;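 active = compounds whose plate-normalised and pattern-corrected inhibition of the luciferase reporter signal at the single screening dose is 50% or more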
C8 TRAIL sens – caspase-8 TRAIL sensitization; inhibition (viability loss, TRAIL sensitization), % at 10 µM; actives 1% (n = 360,000); NB7+C8 cells + TRAIL, ATPlite viability luminescence;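 active = compounds causing at least 50% loss of cell viability in the single-dose screen, relative to plate controls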
Starred values were filed as active, the others as inactive; nt = no result given.

SMILES	KKLEB cytotox	LRH-1 inv ag	CF NFkB inh	LMP1 NFkB inh	NR2F2 inh	SRC1 inh	NCOA3 inh	TWEAK-Fn14 inh	NCOA2 inhibitor	TROY signal inh	C8 TRAIL sens
CN1CCC(OC(=O)c2cc3cc(Br)ccc3oc2=O)CC1	-0.3	12.2	16.8	2.0	3.8	0.8	7.7	2.5	8.0	12.0	-1.3
COC(=O)c1ccccc1NC(=O)CN1CCCCC1	0.0	10.2	-11.0	0.5	-5.2	-43.4	2.6	-2.9	0.3	4.2	-0.5
Cc1cnc(C(=O)OCC(=O)Nc2oc(-c3ccccc3)c(-c3ccccc3)c2C#N)cn1	2.6	14.6	-14.5	-29.5	2.3	-18.1	-11.2	-5.8	-9.6	10.1	-7.4
O=C(N/N=C/c1ccc2cccc(OCc3ccccc3)c2n1)c1ccc(Cl)cc1	-5.8	-5.9	26.5	-12.4	-26.2	-12.8	7.6	-9.7	-7.8	-8.6	13.3
NC1=NC[C@@H](CC2CCCCC2)N1CCc1cc(C(F)(F)F)cc(C(F)(F)F)c1	4.4	5.3	15.3	6.4	nt	20.6	13.4	3.3	nt	7.2	93.3*
Clc1cccc(N2CCN(CCCN3CCN(c4ccccc4)CC3)CC2)c1	-10.9	-8.2	3.7	11.9	18.1	-20.6	3.4	31.6	0.4	10.5	21.0
CCCC(=O)Nc1ccc(C(=O)Nc2nnc(COC)s2)cc1	6.7	-14.5	-13.1	2.8	-1.9	-13.8	14.1	1.9	5.1	-16.2	-13.7
CC(=O)c1ccc(NC(=O)/C(=C\c2ccccc2)NC(=O)/C=C/c2ccccc2)cc1	1.4	-8.3	-17.6	-4.9	-4.9	-22.3	-0.2	3.3	23.5	-26.2	6.7
CCOC(=O)[C@H]1O[C@@H]1C(=O)N[C@@H](CC(C)C)C(=O)NCCC(C)C	-3.9	12.1	26.1	4.9	nt	5.7	-6.2	0.2	nt	-5.8	4.9
Cc1ccc(/C=N/Nc2cccc(C(=O)O)c2)s1	10.0	-159.7	-18.3	13.8	-58.8	-152.8	-116.4	-17.8	-63.8	-25.3	10.6
CCOC(=O)CSc1ccc2nnc(CCNS(=O)(=O)c3ccc(C)cc3)n2n1	0.9	11.1	-14.5	-6.5	0.2	-16.8	10.2	3.6	-9.1	-0.4	-5.5
O=C1C(CN2CCCC2)CCCC1CN1CCCC1 (stereo unspecified)	3.3	-28.6	14.0	-4.8	-69.6	-6.1	1.6	6.9	-27.5	11.3	-2.6
Cc1ccc(-n2c(=S)[nH]c3c(oc4ccccc43)c2=O)cc1	6.9	-30.8	-5.3	11.6	-13.3	-17.9	-16.4	21.3	-18.7	4.1	-3.0
CCOC(=O)Cn1nc(C)cc1NC(=O)c1cccnc1	0.7	5.4	2.0	-4.7	2.1	-19.6	9.2	-0.6	-16.9	6.5	-3.2
COC/C=C/C1=CC2=CC(=O)C(C)(OC(=O)c3cnc4ccccc4n3)C(=O)C2=CN1C1CC1 (stereo unspecified)	11.8	-5.0	-12.3	-18.4	0.8	-1.1	8.8	14.0	-23.8	-4.5	3.0
C/C=N/NC(=O)CCNC(=O)c1ccccc1	19.8	-8.1	-10.4	3.8	1.0	-21.5	10.4	-3.6	2.9	5.5	-18.3
COCCN1C2=C(C(=O)CC(C)(C)C2)C(c2ccc(OC)c(OC)c2)C2=C1CC(C)(C)CC2=O	10.2	4.6	-3.3	-1.6	-14.6	24.8	-46.3	12.4	6.2	-9.3	1.9
COc1ccc(Nc2cc(C(=O)NCCCN3CCN(C)CC3)c3ccccc3n2)c(OC)c1	7.7	18.2	5.5	0.2	7.5	-11.5	9.3	14.6	14.7	-10.3	9.0
CC(=O)c1c(N2CCOCC2)nc(=S)n(-c2ccc([N+](=O)[O-])cc2)c1C	-4.5	-9.7	-5.7	-15.1	-3.7	0.6	-12.8	-20.5	10.5	-21.7	-2.6
COC(=O)CN1C(=O)N/C(=C/c2cc(OC)c(OC)cc2C)C1=O	1.5	-11.9	2.5	0.6	20.5	-11.3	11.9	1.5	-9.6	-6.6	-24.0
Cc1ccc(Nc2c(F)c(F)c(F)c(F)c2C(=O)O)cc1	-13.8	15.2	5.5	2.0	-4.5	-27.8	23.7	7.8	0.1	12.1	3.4
COc1cc(-c2ccc3sc(-c4ccsc4)c(C#CCO)c3c2)cc(OC)c1OC	8.3	-14.7	9.0	22.9	11.3	3.7	-4.0	60.5*	3.0	42.2	15.3
COc1ccc(CC(=O)N(C)C2CCCCC2)cc1S(=O)(=O)N1CCOCC1	-7.1	-18.5	-3.6	-4.5	0.2	3.6	10.8	16.4	-14.5	3.5	7.2
COC(=O)[C@H](C)NC(=O)Nc1ccc(OC)cc1OC	1.9	-0.7	3.5	-4.8	-4.5	-12.9	12.7	4.6	-35.5	5.8	-1.6
CC(C)c1ccc(NC(=O)c2cc(S(=O)(=O)NCC3COc4ccccc4O3)ccc2F)cc1 (stereo unspecified)	-1.8	2.6	-0.8	-7.3	2.1	9.7	1.7	29.0	-2.0	20.7	-2.0
CSc1ccc(/C=C/C(=O)OCC(=O)NC2CCS(=O)(=O)C2)cc1 (stereo unspecified)	7.9	-1.5	4.3	4.9	-7.7	-24.2	18.9	-3.9	4.8	-5.2	-7.2
O=C(NC1CC1)C1CCN(S(=O)(=O)c2ccc(Cl)cc2)CC1	-6.0	12.4	18.0	-2.2	9.5	-8.8	7.0	-5.4	11.5	-6.4	-3.2
CCCCC[C@@H](C)N1C[C@H](COCc2ccccc2)Oc2cc(N3CCC[C@H]3CO)ccc2S1(=O)=O	nt	-2.7	nt	nt	4.6	nt	nt	2.3	-7.2	-6.9	-1.1
Clc1ccccc1OCCCn1ccnc1	1.1	-3.0	-0.7	3.7	6.2	-26.0	-18.3	9.1	16.3	-20.9	-7.7
Cc1ccc(S(=O)(=O)Nc2cc(-c3ccccc3)nn2C)cc1Cl	9.1	6.9	-20.1	-4.3	-5.9	-1.6	3.9	1.5	5.9	-4.9	2.3
O=C(O)/C=C/C(=O)OC1CC2CCC1C2 (stereo unspecified)	16.1	-10.0	-0.6	-2.0	-11.7	1.9	15.7	-9.9	15.0	-3.5	-4.8
CCCC(C(=O)NNC(=O)c1cc(C)oc1C)c1ccccc1 (stereo unspecified)	17.2	22.3	-2.3	-11.1	9.0	-7.9	10.7	15.4	-51.9	-7.3	-11.3
CC(C)C(=O)Nc1nc2cc3c(cc2s1)OCO3	3.3	-54.8	-15.8	-15.9	-21.1	-75.2	-61.3	0.0	-35.9	-60.6	3.6
CCC1CCCCN1CCCNC(=O)c1cn(CC)c2ccc(S(=O)(=O)N3CCc4ccccc4C3)cc2c1=O (stereo unspecified)	2.9	-2.2	3.6	-4.6	-19.3	-8.5	14.6	-5.7	-3.6	3.0	8.8
Nc1nccnc1C(=O)OCC(=O)N1CCN(S(=O)(=O)c2ccc(Cl)cc2)CC1	9.0	-9.9	14.7	1.0	1.1	4.0	17.8	-2.1	-20.6	13.5	-2.5
CCOC(=O)c1c(C)[nH]c(C)c1S(=O)(=O)NCC(=O)Nc1ccccn1	5.3	-6.2	-15.1	-5.8	2.3	13.6	2.8	-5.0	26.4	9.1	13.1
CCN(CC(=O)Nc1c(F)cccc1F)C(=O)COc1ccc2c(C)cc(=O)oc2c1	10.2	0.0	0.8	-6.0	-3.4	4.9	13.4	-20.0	-5.8	1.4	-3.5
COCCCNC(=O)C[C@H]1C[C@H](C(=O)N(C(C)C)C(C)C)[C@@]2(C)c3[nH]c4ccc(Cl)cc4c3CCN2C1=O	1.8	21.1	11.2	-5.2	-11.0	-0.8	-15.9	17.0	29.4	9.3	3.6
O=C(NCCc1ccncc1)C12CC3CC(CC(C3)C1)C2	16.8	4.1	-9.9	9.5	1.8	9.1	17.0	-0.7	-8.5	11.4	-6.2
CC1=C(C(=O)NCCN2CCOCC2)C2(CCC(C)CC2)OC1=O (stereo unspecified)	-0.2	-1.3	-0.1	-3.6	-7.7	-2.5	16.7	-0.5	6.1	10.2	6.4
CC1=CC(C)(C)N2C(=O)C3(C(C#N)=C(N)OC4=C3C(=O)CCC4)c3c(C)c(C)cc1c32 (stereo unspecified)	3.9	17.1	-7.3	4.2	14.3	4.4	2.0	-3.5	-20.9	-3.6	-3.1
c1ccc(C[n+]2c(-c3ccccc3)csc2Nc2ccccc2)cc1	-0.7	-31.6	-1.2	-14.4	-5.2	-29.5	-19.3	0.8	-31.1	-71.7	15.9
Cc1ccc2nc(C)cc(C(=O)NC3CCCCCC3)c2c1	-0.7	-10.3	-9.7	-5.4	-15.6	14.6	16.4	-0.6	21.2	-4.2	12.2
CCN(CC)C(=S)Oc1ccc(Cl)cc1Cl	2.8	-6.4	-5.9	-2.3	-11.3	-11.9	-9.3	96.5*	12.6	-2.5	7.5
CCOCCN(C(=O)c1ccccc1Cl)c1ccccc1	15.5	9.9	-3.1	-2.2	3.4	13.1	16.6	15.4	7.0	-1.2	2.4
O=C(O)c1ccc(S(=O)(=O)N2CCC3(CC2)CC(=O)c2ccccc2O3)cc1	15.6	-11.2	-11.1	-6.4	1.3	-8.8	21.0	7.0	-16.9	1.4	8.4
Cc1cccc(CCNC(=O)CCS(=O)(=O)c2cc3c(cc2Cl)NC(=O)CO3)c1	-17.1	3.3	15.8	-8.4	4.5	4.9	-17.8	-17.5	-0.2	4.5	-4.2
Cn1nc(C(C)(C)C)c(NC(=O)c2cccs2)c1C(C)(C)C	-0.3	-14.3	-5.8	2.8	-21.5	-3.4	19.9	-2.4	-16.3	16.4	4.6
CCN1CCN(c2ccc(NC(=O)c3ccc4c(c3)[nH]c(=O)n4Cc3ccc(F)cc3)cc2)CC1	2.3	-0.4	27.8	-10.6	5.2	13.1	-17.5	5.8	-22.9	-1.3	-3.4
Cc1cc(N/C(=N/S(=O)(=O)c2cc(F)ccc2F)c2ccccc2)n(-c2ccccc2)n1	-6.6	-29.3	21.6	24.1	1.7	9.3	-10.2	-3.0	14.9	-16.5	1.6
CC1CCCCC1NS(=O)(=O)c1ccc(S(=O)(=O)N2CCCC2)cc1 (stereo unspecified)	3.6	13.7	-8.8	1.9	-1.3	14.0	0.3	3.7	-9.7	-0.5	-0.5
COC(=O)c1cc(OC)c(OC)cc1NC(=O)Cc1cccs1	0.1	8.1	24.4	-1.1	-4.5	-3.1	21.2	-6.7	-9.7	9.2	-6.3
O=S(=O)(Nc1cccc(-c2cn3ccsc3n2)c1)c1ccc(F)cc1	-3.4	-1.2	-2.0	0.4	-9.2	-1.3	-0.4	13.8	-15.7	13.6	-9.0
COC(=O)/C=C/c1ccc2c(c1)S(=O)(=O)N(c1cccc(OC)c1)[C@H]2CC(=O)OC	-7.1	5.7	9.7	-4.5	-6.1	-48.5	-7.2	-6.4	-0.2	-5.4	18.9
